# LRH-1 inv ag – NR5A2 inverse agonism in reporter assay. 360,000 tested, 0.13% active. AID 602396. O00482. inhibition, % at 3.6 µM. HEK293T StAR-luciferase reporter, LRH-1 transfected, 24 h;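 active means inhibition above the mean inhibition of all tested compounds plus 3 SD, cut at about 73% in these data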;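 further: 0% = DMSO wells and 100% = reporter-only cells lacking LRH-1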
# Target sequence (O00482 whole entry, looked up): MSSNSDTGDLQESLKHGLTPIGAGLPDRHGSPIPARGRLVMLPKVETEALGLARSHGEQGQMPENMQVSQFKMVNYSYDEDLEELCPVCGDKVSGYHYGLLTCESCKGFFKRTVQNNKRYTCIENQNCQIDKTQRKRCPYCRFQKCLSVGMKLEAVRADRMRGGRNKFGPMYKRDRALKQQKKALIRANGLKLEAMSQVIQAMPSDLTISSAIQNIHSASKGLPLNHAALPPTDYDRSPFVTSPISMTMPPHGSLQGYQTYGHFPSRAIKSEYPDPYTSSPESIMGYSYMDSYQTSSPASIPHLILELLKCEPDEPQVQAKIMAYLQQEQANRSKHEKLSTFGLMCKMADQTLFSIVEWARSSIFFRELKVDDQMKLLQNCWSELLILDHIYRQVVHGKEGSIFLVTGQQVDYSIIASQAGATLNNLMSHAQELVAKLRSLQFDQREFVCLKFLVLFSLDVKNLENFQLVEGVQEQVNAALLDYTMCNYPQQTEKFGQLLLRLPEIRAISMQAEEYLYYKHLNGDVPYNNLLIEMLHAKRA
# NR2F2 inh – blocks human COUP-TFII nuclear receptor | HEK293T NGFI-A luciferase reporter, luminescence | inhibition, % at 8.6 µM | 370,000 tested, 0.7% active | AID 686940;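 active means inhibition above a per-plate cutoff, mean inhibition of test wells between control levels plus 3 SD, cut at about 38% in these data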;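 further: cells cotransfected with COUP-TFII expression vector driving the NGFI-A reporter; 0% = median of COUP-TF2 test wells and 100% = reporter-only cells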
# Target sequence (P24468 whole entry, looked up): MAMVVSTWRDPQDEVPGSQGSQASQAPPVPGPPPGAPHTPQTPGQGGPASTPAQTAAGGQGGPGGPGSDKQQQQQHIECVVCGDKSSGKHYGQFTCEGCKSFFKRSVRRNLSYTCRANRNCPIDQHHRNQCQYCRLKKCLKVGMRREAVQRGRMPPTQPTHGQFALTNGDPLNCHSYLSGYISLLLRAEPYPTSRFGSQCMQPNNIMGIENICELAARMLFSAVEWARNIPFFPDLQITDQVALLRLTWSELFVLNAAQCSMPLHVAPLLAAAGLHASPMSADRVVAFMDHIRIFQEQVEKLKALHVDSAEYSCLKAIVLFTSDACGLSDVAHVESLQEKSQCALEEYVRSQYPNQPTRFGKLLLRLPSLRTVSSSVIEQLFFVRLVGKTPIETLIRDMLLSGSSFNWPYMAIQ
# TWEAK-Fn14 inh – inhibitors of TWEAK-Fn14 interaction signaling; TWEAK-stimulated Fn14 reporter cells, luciferase luminescence, 8 h; inhibition, % at 10 µM; 360,000 tested, 2% active; in the data active means inhibition above about 50%
# CF NFkB block – inhibitors of cystic fibrosis induced NF-kB; KKLEB NF-kB-GFP reporter, PAF-induced, GFP fluorescence overnight; inhibition, % at 5 µM; 360,000 tested, 0.86% active; AID 588850;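 active means at least 50% inhibition at 5 µM, scaled per plate between neutral and stimulator controls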;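 further: PAF is a Pseudomonas aeruginosa culture filtrate used as stimulus; plate controls were PAF-stimulated DMSO wells for no effect and unstimulated DMSO wells for full effect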
# NCOA2 inhibitor – human SRC2 (NCOA2) inhibition | HEK293 GAL4-SRC2 luciferase reporter, luminescence | 370,000 tested, 0.17% active | Q15596 | inhibition, % at 9 µM;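 active means inhibition above the mean inhibition of all tested compounds plus 3 SD, set per campaign, cut at about 52% in these data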;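 further: 0% = DMSO treated cells and 100% = cells given Gossypol at 36 µM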
# TROY signal inh – TROY signaling inhibition. Q293 LMP1-TROYcd NF-kB luciferase reporter, 4 h. inhibition, % at 10 µM. 360,000 tested, 0.98% active. AID 1347056;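 active means compounds whose plate-normalised and pattern-corrected inhibition of the luciferase reporter signal at the single screening dose is 50% or more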
# C8 TRAIL sens – caspase-8 TRAIL sensitization. NB7+C8 cells + TRAIL, ATPlite viability luminescence. 360,000 tested, 1% active. inhibition (viability loss, TRAIL sensitization), % at 10 µM;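 active means compounds causing at least 50% loss of cell viability in the single-dose screen, relative to plate controls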
# KKLEB cytotox – CF airway cell cytotoxicity counter-screen; KKLEB CF airway cells viability, ATPlite luminescence, overnight; active compounds read low; cells stimulated with P. aeruginosa culture filtrate; activity change (cytotoxicity), % at 5 µM; 360,000 tested, 0.36% active; AID 602141;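 active means corrected activity change at or below -50% at 5 µM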
# SRC3 inh – human NCOA3 inhibition. AID 588352. 360,000 tested, 0.17% active. HEK293 GAL4-SRC3 luciferase reporter, luminescence. inhibition, % at 3.6 µM;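 active means inhibition above a per-campaign cutoff, the mean of all compounds plus 3 SD, cut at about 60% in these data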;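 further: 0% = DMSO-treated cells and 100% = gossypol-treated cells at 36 µM; higher means less SRC3-driven luciferase light from the GAL4 reporter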
# SRC1 inh – human NCOA1 inhibition; Q15788; 360,000 tested, 0.12% active; HEK293 GAL4-SRC1 luciferase reporter, luminescence; inhibition, % at 3.6 µM;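 active means inhibition above the campaign mean plus 3 SD, with each screening campaign given its own cutoff, cut at about 60% in these data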;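 further: 0% = DMSO treated cells and 100% = gossypol at 36 µM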
# LMP1 NFkB inh – inhibitors of Epstein-Barr LMP1-induced NF-kappaB reporter | 350,000 tested, 0.69% active | inhibition, % at 12.5 µM | LMP1-induced NF-kappaB luciferase reporter cells, luminescence | AID 504558; in the data active means inhibition above about 41%;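 further: 0% = neutral control wells and 100% = reference inhibitor control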
# * hit, by the source's call; . = not tested or not shown.
[1] O=C(/C=C/c1ccccc1)NCC(=O)N/N=C/c1cccs1
[2] O=C1c2ccccc2NC(c2ccco2)N1NS(=O)(=O)c1ccccc1 (stereo not drawn)
[3] CC(C)(C)Cc1c(-c2ccc(Cl)cc2)nc2c(Cl)cc(C(F)(F)F)cn12
[4] O=C(O)c1cc(N/N=C/C=C/c2ccccc2[N+](=O)[O-])ccc1Cl
[5] CCNc1nc(NC(C)C)nc(N(C#N)Cc2ccccc2)n1
[6] Nc1nc(CSC(=S)N2CCOCC2)nc(Nc2ccc(F)cc2)n1
[7] O=C1[C@@H]2Cc3c([nH]c4ccccc34)C(c3cccc([N+](=O)[O-])c3)N2C(=O)CN1C1CCN(Cc2ccccc2)CC1 (stereo partly drawn)
[8] CCCCOc1ccc(C(=O)OCC(=O)N2CCOCC2)cc1
[9] COc1cc(CN2CCc3ccc(NC(=O)CCc4ccccc4OC)cc3C2)ccc1O
[10] Cc1cc(C)n(CC(=O)c2ccc(Cl)cc2)n1

compound no.	1	2	3	4	5	6	7	8	9	10
LRH-1 inv ag	-6	6	16	-95	6	-5	10	11	1	8
NR2F2 inh	-5	-21	1	-26	12	-16	9	5	4	14
TWEAK-Fn14 inh	7	-16	0	-14	-6	-30	22	-1	-6	-10
CF NFkB block	-48	7	21	3	17	6	14	1	-24	-2
NCOA2 inhibitor	-28	-7	4	-49	21	-22	14	-10	-26	-4
TROY signal inh	-3	-3	11	-66	36	-87	-7	4	23	-7
C8 TRAIL sens	-25	2	8	-13	16	13	23	31	-5	-1
KKLEB cytotox	20	-3	2	5	-18	-8	-3	-15	0	2
SRC3 inh	-7	4	21	-69	12	-44	-2	-4	1	-1
SRC1 inh	-15	6	-7	-81	-12	-30	12	-4	1	-15
LMP1 NFkB inh	-10	-2	.	-51	2	-20	-16	-6	-7	-1

[11] CCOc1ccc(CCN2CN(C3CCCCC3)CNC2=S)cc1OCC
[12] COc1cc(C(=O)c2cc3c(cc2C)OCO3)cc(OC)c1OC
[13] Cc1ccc(NC(=O)Cn2nc(C)cc2C)cc1
[14] CCOc1ccc(N(CC(=O)N2CCN(Cc3ccccc3)CC2)S(C)(=O)=O)cc1
[15] Cc1nc2sc(C(c3ccccc3)N3CCC(O)CC3)c(O)n2n1 (stereo not drawn)
[16] CCOC(=O)N1CCC(NC(=O)C2CCN(c3nc(-c4ccc(OC)cc4)no3)CC2)CC1
[17] CCOC(=O)c1nc(N)c(=O)n(-c2ccc(C)cc2)n1
[18] Cc1cccc(NC(=O)C2CCCN(C(=O)NC3CCCCC3)C2)c1C (stereo not drawn)
[19] O=C1C=C(C2OC(CO)C(O)C2O)C(=O)N1 (stereo not drawn)
[20] CCN(C(=O)CSc1nc(N)cc(N)n1)C1CCS(=O)(=O)C1 (stereo not drawn)

compound no.	11	12	13	14	15	16	17	18	19	20
LRH-1 inv ag	6	23	0	3	-11	-15	-22	13	-28	2
NR2F2 inh	6	-94	7	12	-9	16	-9	3	-15	-18
TWEAK-Fn14 inh	4	5	3	7	-15	11	7	-15	9	2
CF NFkB block	-1	58*	-2	18	3	-2	5	6	-9	8
NCOA2 inhibitor	2	11	-1	9	17	-14	1	-13	-12	6
TROY signal inh	8	-9	-4	-10	0	13	16	5	-4	0
C8 TRAIL sens	3	10	-18	-17	-2	2	-1	-7	2	1
KKLEB cytotox	6	-19	5	-1	-7	9	-3	9	-6	10
SRC3 inh	14	14	12	-7	14	5	5	-3	-8	-1
SRC1 inh	-5	-12	-5	0	-7	0	-9	-51	-40	5
LMP1 NFkB inh	1	.	-5	4	2	23	20	-1	1	-16

[21] COc1ccc(NC(=O)CCNC(=O)N2CC(=O)Nc3ccccc32)cc1
[22] CCc1cccc(NC(=O)C2CCCN(S(=O)(=O)c3cnc[nH]3)C2)c1 (stereo not drawn)
[23] CN(C)c1ccc(CC(=O)N2CCCC(c3cc(C(=O)Nc4ccc5c(c4)OCO5)no3)C2)cc1 (stereo not drawn)
[24] CCOc1ccc(C(=O)NCC(=O)OCCCC(=O)c2ccc(F)cc2)cc1OCC
[25] O=C(C1=C[C@@H](c2ccc(C(F)(F)F)cc2)C[C@@H](OCCCCO)O1)N1CCN(Cc2ccccc2)CC1
[26] CC1CCN(c2ccc(NC(=S)NC(=O)c3ccco3)cc2)CC1
[27] COCCCNS(=O)(=O)c1ccc2[nH]c3c(c2c1)CCCCC3
[28] Cc1ccc(C)c(NS(=O)(=O)c2cc(C(=O)NCCSC3CCCCC3)ccc2C)c1
[29] CC(C)C[C@H]1COc2cc(N(C)CCO)ccc2S(=O)(=O)N1
[30] CCOC(=O)CC(=O)Nc1ccn[nH]1

compound no.	21	22	23	24	25	26	27	28	29	30
LRH-1 inv ag	14	-19	8	-4	10	-36	13	-25	26	8
NR2F2 inh	-1	6	12	5	9	-15	19	37	4	-1
TWEAK-Fn14 inh	4	8	8	-9	-4	-3	84*	38	14	21
CF NFkB block	5	-7	-20	7	-9	4	-30	14	.	-22
NCOA2 inhibitor	-44	-25	-18	-13	4	-60	0	35	3	-8
TROY signal inh	-7	4	-10	-6	-7	-60	8	35	-11	10
C8 TRAIL sens	-6	-8	7	-5	-5	13	-16	16	10	2
KKLEB cytotox	0	31	-6	-7	-14	0	12	-8	.	11
SRC3 inh	-6	-7	-9	-15	15	-37	3	12	.	-14
SRC1 inh	1	1	-3	-3	7	-76	-1	8	.	-36
LMP1 NFkB inh	-2	-3	.	6	25	-7	10	2	.	4

[31] CC(C)OC(=O)c1ccc(COC(=O)c2cnccn2)cc1
[32] O=C(OCc1ccccc1)N1CCC2CC1c1cc(NCCc3ccccc3)ccc12 (stereo not drawn)
[33] COC(=O)c1ccc(C(=O)OC)c(NC(=S)N2CCCCC2C)c1 (stereo not drawn)
[34] COc1cccc(-c2cc(C(=O)N3CCc4ccccc4C3)[nH]n2)c1
[35] COC(=O)c1cc(C(=O)NNC(=O)c2ccc3c(c2)OCO3)cc([N+](=O)[O-])c1
[36] Cc1cccc(OCC(=O)N/N=C/C=C/c2ccco2)c1
[37] CCN1CCN(c2ncc(C(=O)Nc3cc(Cl)ccc3OC)c3ccccc23)CC1
[38] CC1(C)C2CCC(C2)C1(C)NC(=O)CNC1CCCCC1 (stereo not drawn)
[39] O=C(NNc1ccc(Cl)cc1)c1c(F)cccc1Cl
[40] Cc1ccc2nc(-c3ccccc3)c(CC3CCCCC3)n2c1

compound no.	31	32	33	34	35	36	37	38	39	40
LRH-1 inv ag	11	-6	-5	-23	5	14	6	-6	6	-66
NR2F2 inh	-7	1	-11	-15	0	10	-1	3	1	-52
TWEAK-Fn14 inh	-16	1	2	-1	-2	10	4	1	-3	30
CF NFkB block	-3	7	-5	-11	-3	-26	19	4	7	8
NCOA2 inhibitor	6	-3	-23	-19	-27	-8	-23	8	4	-26
TROY signal inh	-14	-45	-13	-13	0	-3	-4	4	2	-21
C8 TRAIL sens	-1	12	-4	12	-6	-2	20	-10	4	8
KKLEB cytotox	-5	-4	10	-7	13	3	-5	-12	-1	-20
SRC3 inh	4	-18	7	-55	5	-7	5	9	17	-55
SRC1 inh	2	-9	-10	-29	4	-5	-41	-10	-12	-94
LMP1 NFkB inh	-8	-16	6	-13	0	-9	-72	9	-5	.

[41] COc1cc(/C=C2/CCC/C(=C\c3cc(O)c(OC)c(Cl)c3)C2=O)cc(Cl)c1O
[42] COc1cccc(NC(=O)CNC(=O)c2ccc(C)cc2)c1
[43] CSc1nc2nc(Cl)c(Cl)nc2[nH]1
[44] CCN(CC)S(=O)(=O)c1ccc(NC(=O)CCC2CCCCC2)cc1
[45] C=CCN(c1ccc(OC)cc1)S(=O)(=O)c1ccc(Cl)c(C(=O)OCC(=O)NC2CC2)c1
[46] COc1ccc(OC)c(/C=C2/Sc3ccccc3C2=O)c1
[47] CCCC(=O)N/C(N)=N/c1nc2ccccc2o1
[48] COCCN1CCN(Cc2cn[nH]c2-c2cc3ccccc3o2)CC1
[49] Cc1c(O)c(CN2CCCCC2)cc2c1oc(=O)c1ccccc12
[50] C=CCN1C(=NC(=O)CCC(=O)O)SC2CS(=O)(=O)CC21 (stereo not drawn)

compound no.	41	42	43	44	45	46	47	48	49	50
LRH-1 inv ag	-6	0	-7	-11	-10	-15	-132	-2	-10	-10
NR2F2 inh	-15	5	-4	20	-4	-3	-16	22	-5	-7
TWEAK-Fn14 inh	30	4	22	-43	-37	-38	12	-18	-51	2
CF NFkB block	-54	-2	10	6	-3	-32	-13	-6	-16	5
NCOA2 inhibitor	-6	-20	-18	-12	9	-39	-55	-12	-13	-18
TROY signal inh	58*	-17	-32	27	-7	15	-33	-10	-4	16
C8 TRAIL sens	13	-4	-18	4	0	1	27	0	-5	-4
KKLEB cytotox	2	-6	8	-9	11	8	14	-2	-4	1
SRC3 inh	13	15	9	12	-6	-25	-72	2	-24	14
SRC1 inh	-8	-1	1	9	-58	-35	-86	0	-13	0
LMP1 NFkB inh	-12	1	-6	1	7	-31	-31	6	-1	3

[51] COc1cc(NC(=O)CNc2ccc(Cl)c(S(=O)(=O)N3CCOCC3)c2)cc(OC)c1
[52] C/C(=N\NC(=O)C1CC1)c1ccccc1Br
[53] CCOc1cc(C(=O)N=c2sccn2C)cc(Br)c1OC
[54] CCCn1c2ccccc2c2cnn(CC(=O)N3CCOCC3)c(=O)c21

compound no.	51	52	53	54
LRH-1 inv ag	15	-6	20	1
NR2F2 inh	-16	1	-17	4
TWEAK-Fn14 inh	-8	-3	10	14
CF NFkB block	-11	6	-34	-1
NCOA2 inhibitor	-2	-21	7	-14
TROY signal inh	-7	-7	18	16
C8 TRAIL sens	-9	-26	-15	-14
KKLEB cytotox	-30	18	17	-8
SRC3 inh	16	7	2	-18
SRC1 inh	-9	-10	-11	-8
LMP1 NFkB inh	8	-9	2	-4

# Among those listed so far, 7 have an NH in an aromatic ring.
[7] O=C1[C@@H]2Cc3c([nH]c4ccccc34)C(c3cccc([N+](=O)[O-])c3)N2C(=O)CN1C1CCN(Cc2ccccc2)CC1 (stereo partly drawn)
[22] CCc1cccc(NC(=O)C2CCCN(S(=O)(=O)c3cnc[nH]3)C2)c1 (stereo not drawn)
[27] COCCCNS(=O)(=O)c1ccc2[nH]c3c(c2c1)CCCCC3
[30] CCOC(=O)CC(=O)Nc1ccn[nH]1
[34] COc1cccc(-c2cc(C(=O)N3CCc4ccccc4C3)[nH]n2)c1
[43] CSc1nc2nc(Cl)c(Cl)nc2[nH]1
[48] COCCN1CCN(Cc2cn[nH]c2-c2cc3ccccc3o2)CC1

compound no.	7	22	27	30	34	43	48
LRH-1 inv ag	10	-19	13	8	-23	-7	-2
NR2F2 inh	9	6	19	-1	-15	-4	22
TWEAK-Fn14 inh	22	8	84*	21	-1	22	-18
CF NFkB block	14	-7	-30	-22	-11	10	-6
NCOA2 inhibitor	14	-25	0	-8	-19	-18	-12
TROY signal inh	-7	4	8	10	-13	-32	-10
C8 TRAIL sens	23	-8	-16	2	12	-18	0
KKLEB cytotox	-3	31	12	11	-7	8	-2
SRC3 inh	-2	-7	3	-14	-55	9	2
SRC1 inh	12	1	-1	-36	-29	1	0
LMP1 NFkB inh	-16	-3	10	4	-13	-6	6

# Screens (PubChem)
